Screening results (PubChem)
BRCA1 expr up: BRCA1 expression activation | MCF7-BRCA1-FFLuc reporter, luminescence, 48 h; response scale: scaled: vehicle 0%, 10 µM genistein 100% | Potency, µM (top dose mostly 46.1 µM), for the others: top-dose activation, most hits filed as activators | actives 1.1% (n = 380,000); further: potency means the concentration at half of the fitted maximal effect; nearly all actives have a fitted effect of over 80% in size; some results filed as inactive show a strong effect at the top dose
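MCF7 cells carrying a BRCA1-firefly luciferase reporter (2000 cells/well, phenol-red free MEM) were attached for 2 h at 37 °C, then given compounds for 48 h. Luminescence was read 15 min after luciferase reagent; activity normalized to genistein (10 microM) and DMSO.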
TCR activator: activates T cell receptor signaling | primary human leukocytes, anti-CD3, IL-2 HTRF, 48 h | Potency, µM (doses to about 9.22 µM), without a hit: at the top dose activation of IL-2 secretion, hits mostly activators | 330,000 tested, under 10 active | AID 504894; further: % of control where 0% means no effect
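Human primary leukocytes + a-CD3 beads + cpd, 48 hr; IL-2 in supernatant by HTRF (ex 320nm / em 665nm). No co-stimulatory signal supplied.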
B2AR arrestin: agonists driving beta-arrestin recruitment to human beta2-adrenergic receptor | P07550 | actives 0.02% (n = 330,000) | Potency, µM (doses to about 46.1 µM), without a hit: at the top dose activation, usual class: activators | beta-arrestin recruitment to beta2AR, cell-based reporter;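 further: potency means the concentration at half of the fitted maximal effect; 0% = DMSO controls and full agonism = EC100 isoproterenol or metaproterenol; nearly all actives have a fitted effect of over 65% in size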
ELG1 repair inh: ELG1-dependent DNA repair inhibition. HEK293T ELG1-luciferase reporter, luminescence, 16 h; DNA damage induced by 5-fluorouridine. Potency, µM (series often up to 46.1 µM), inactives show at the highest dose activity change, negative = inhibition, actives largely listed as inhibitors. actives 2.3% (n = 330,000). AID 504467; further: potency means the concentration at half of the fitted maximal effect; on the % scale 0 is the no-effect control and ±100 the full control effect; nearly all actives have a fitted effect of over 55% in size
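Luminescence from the luciferase reporter, measured 30 min after ONE-Glo reagent at room temperature, was the read-out. Beforehand, 2,000 cells per well were exposed for 16 hr at 37 °C to 5-fluorouridine together with compound or vehicle.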
p53 reactivation: re-activators of mutant p53; H1299 p53-A138V BP100-luciferase reporter, luminescence, 24 h; Potency, µM (series often up to 92.2 µM), for inactives: at the highest dose activity change, positive = activation, hits mostly activators; actives 0.063% (n = 320,000); further: potency means the concentration at half of the fitted maximal effect; % of control where 0% means no effect; nearly all actives have a fitted effect of over 45% in size
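H1299 (p53-null), stable ts p53-A138V + BP100-Luc; 1000 cells/well, Opti-MEM/10% FBS; cpd 4 pt, 1:5; 24 h, 37 deg C, 5% CO2; detection reagent 10 min RT; luminescence.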
TSG101-PTAP inh: blocks PTAP/TSG101 interaction to inhibit HIV-1 budding | Fluorescence polarization, FITC-PTAP peptide / Tsg101 binding | Potency, µM (top dose mostly 115 µM), without a hit: top-dose activity change, negative = inhibition, hits mostly inhibitors | 340,000 tested, under 10 active | AID 493005; active means well fitted inhibition curve with a large enough effect in the main read-out, with a control signal flat, not every such curve was filed as active; inconclusive means small, poorly fitted or top-dose-only effect, or effect the other way, or a change in a side signal; inactive means no such curve, though single readings can be large or run the other way; further: potency means the concentration at half of the fitted maximal effect; % of control where 0% means no effect
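Fluorescence anisotropy tracks displacement of a FITC-tagged PTAP peptide (50 nM) from the Tsg101 binding domain (10 uM), following a 20 min room-temperature incubation at pH 7.5.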
TRPV1 agonist: activates the human vanilloid receptor TRPV1; Q8NER1; TRPV1-expressing cells, Fluo-8 calcium influx, agonist mode; activation, % at 8.33 µM; actives 0.19% (n = 320,000); AID 540275; in the data active means activation above about 80%; inconclusive means between about 30% and that limit; further: 0% is about no effect
Target sequence (Q8NER1 whole entry, looked up): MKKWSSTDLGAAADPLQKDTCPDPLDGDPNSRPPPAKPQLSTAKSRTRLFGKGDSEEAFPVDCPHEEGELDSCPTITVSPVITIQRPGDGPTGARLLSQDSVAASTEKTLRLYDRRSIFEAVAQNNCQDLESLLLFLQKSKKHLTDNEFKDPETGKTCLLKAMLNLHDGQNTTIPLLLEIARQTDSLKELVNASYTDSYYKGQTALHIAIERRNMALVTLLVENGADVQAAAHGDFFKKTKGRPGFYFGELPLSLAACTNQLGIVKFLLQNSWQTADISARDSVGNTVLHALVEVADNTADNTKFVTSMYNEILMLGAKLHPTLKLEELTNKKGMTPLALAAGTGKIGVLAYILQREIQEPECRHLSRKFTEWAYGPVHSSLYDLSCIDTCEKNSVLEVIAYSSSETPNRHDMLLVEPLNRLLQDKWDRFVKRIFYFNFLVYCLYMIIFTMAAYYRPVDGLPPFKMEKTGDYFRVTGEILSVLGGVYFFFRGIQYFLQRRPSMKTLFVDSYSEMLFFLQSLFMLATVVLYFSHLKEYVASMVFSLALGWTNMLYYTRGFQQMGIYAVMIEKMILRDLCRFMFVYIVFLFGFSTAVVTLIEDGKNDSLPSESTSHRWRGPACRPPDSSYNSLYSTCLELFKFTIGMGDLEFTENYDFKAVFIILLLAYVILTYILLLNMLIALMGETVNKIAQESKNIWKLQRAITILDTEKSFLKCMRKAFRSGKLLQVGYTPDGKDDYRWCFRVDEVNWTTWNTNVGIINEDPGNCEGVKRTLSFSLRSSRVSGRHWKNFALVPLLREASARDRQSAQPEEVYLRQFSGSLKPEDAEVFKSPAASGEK
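Fluo-8 calcium influx in TRPV1-expressing cells, kinetic read (ex 480/em 520 nm). Compound added and read 3 min for agonist activity, followed by capsaicin at EC20 final and 2 min further read for enhancement.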
Integrin act MD: activators of alpha7 integrin expression for muscular dystrophy; alpha7betagal myoblasts, beta-gal FDG fluorescence, 48 h; Potency, µM (highest dose often 38.3 µM), without a hit: top-dose activation, hits mostly activators; actives 0.064% (n = 350,000);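 further: potency means the concentration at half of the fitted maximal effect; 100% = response of the positive control SU9516; nearly all actives have a fitted effect of over 60% in size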
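Alpha7betagal+/- myoblasts (passage 13) were plated 16-24 hr, then exposed to compounds (1:260 dilution of DMSO stock) for 48 hours at 37C. After MPER lysis, β-galactosidase reporter activity was read as FDG fluorescence (ex 480/em 540) after 30 minutes.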
MLL CXXC-DNA inh: MLL CXXC-DNA interaction inhibition; actives 0.037% (n = 290,000); MLL-CXXC / FITC-HOXA9 DNA fluorescence polarization; Q03164; AID 2662; Potency, µM (doses to about 115 µM), for inactives: at the highest dose activity change, negative = inhibition, actives largely listed as inhibitors; active means well fitted inhibition curve with a large enough effect in the polarisation, with a control signal flat, not every such curve was filed as active; inconclusive means small, poorly fitted or top-dose-only effect, or effect the other way, or a change in a side signal; inactive means no such curve, though single readings can be large or run the other way; the % refers to the polarisation; further: potency means the concentration at half of the fitted maximal effect
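Purified MLL-CXXC (added from a 7 uM solution) was preincubated 5 min at ambient with pinned compounds in 50 mM Tris-HCl pH 7.5, 50 mM NaCl, 1 mM DTT, 0.05% BSA. Fluorescein-labeled HOX-A9 DNA (50 nM solution) followed, 30 min, then polarization read.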
A-T KAP1 phos: candidate therapy for ataxia-telangiectasia; […] A-T fibroblasts, KAP-1 phosphorylation AlphaLISA; neocarzinostatin DNA damage 30 min before lysis; Potency, µM (series often up to 57.5 µM), for inactives: at the highest dose activation, usual class: activators; actives 0.19% (n = 320,000); AID 485349; further: potency means the concentration at half of the fitted maximal effect; % of control where 0% means no effect; nearly all actives have a fitted effect of over 45% in size
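hTERT-immortalized A-T patient fibroblasts ([…]), 500 cells/well in OPTI-MEM, 1% FBS, got compounds for 60 min, then NCS for 30 min at 37C. Lysates were then assayed for phospho-KAP-1 by AlphaLISA (anti-pKAP1 donor, anti-KAP1 acceptor beads), 6 hr at 25C.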
Active calls of the source: *; ? = inconclusive; nt = not tested or not shown; [ ] = remark or other dose. Unless noted, the call rests on the fitted dose curve; in most records, active means well fitted curve in the direction sought with a large enough effect; inconclusive means small, poorly fitted or top-dose-only effect, or another doubt; inactive means no such curve, though single readings can be large; an effect the other way counts as inactive or inconclusive. Hits appear at their usual frequency; overall some 3.8% were active at least once.

Value order – BRCA1 expr up	TCR activator	B2AR arrestin	ELG1 repair inh	p53 reactivation	TSG101-PTAP inh	TRPV1 agonist	Integrin act MD	MLL CXXC-DNA inh	A-T KAP1 phos
Cc1ccc(C(=O)Nc2ccc(N3CCOCC3)nc2)cc1
    58%	0%	6.1%	?	10%	-5%	13	4%	-1%	-2%
Cc1onc(C(=O)Nc2ccc(OC(F)(F)F)cc2)c1[N+](=O)[O-]
    64%	2%	0.4%	?	12%	-9%	?	0%	-15%	-2%
Cc1cc(C)n(C(C)Sc2ccccc2)n1 (centres undefined)
    16%	-4%	0.1%	3%	-7%	-3%	1	1%	nt	2%
Cc1csc(NC(=O)C2CC(=O)N(c3ccc4c(c3)OCCO4)C2)n1 (centres undefined)
    -4%	-8%	0.6%	-4%	7%	-4%	3	-7%	nt	3%
CC1Oc2ccccc2N(CC(=O)c2cccc(Cl)c2)C1=O (centres undefined)
    5%	-4%	-0.4%	3%	-2%	-3%	?	-21%	-11%	1%
C#CCSc1nc(C)cc(C(=O)OCC)c1C#N
    -4%	-6%	0.2%	8%	-1%	-3%	7	12%	-1%	8%
Cc1onc(-c2ccccc2)c1C(=O)NC(C)CCc1ccccc1 (centres undefined)
    -4%	5%	-0.3%	0%	-3%	1%	7	0%	1%	6%
Cc1ccc(NC(=O)Cn2c(CCC(=O)O)ccc2-c2cccs2)cc1
    0%	nt	-0.4%	0%	1%	nt	0	8%	5%	3%
Cc1ccccc1CS(=O)(=O)Cc1ccc(C(=O)NCCCN2CC(C)CC(C)C2)o1 (centres undefined)
    -5%	-4%	-0.1%	4%	-3%	-1%	1	-18%	6%	1%
Cc1ccc(-c2cc(C(F)(F)F)c(C#N)c(SCC(=O)O)n2)cc1
    -29%	-6%	-0.1%	-4%	1%	-2%	8	-4%	3%	3%
CC(=O)c1cc(F)c(N2CCN(c3ccc([N+](=O)[O-])cc3F)CC2)cc1C
    0%	nt	0.0%	-12%	-7%	-6%	1	27%[7.66 µM]	-2%	nt
CCNC(=S)NNC(=O)c1ccc(OC)cc1
    -2%	-3%	-0.1%	-6%	0%	-6%	4	6%	20%	5%
Cc1[nH]c2ccccc2c1/C=N/NC(=O)CNC(=O)c1ccco1
    -3%	-1%	-1.0%	11%	-1%	0%	2	3%	-13%	-10%
CN1CCCN(C(=O)c2cc(=O)[nH]c3ccccc23)c2nc3ccccc3nc21
    -23%	-5%	-0.1%	23%	-12%	-3%	-3	1%	4%	-8%
Cn1cccc1C(=O)Nc1ccc(N2CCOCC2)cc1
    1%	5%	0.4%	?	12%	-7%	nt	-14%	nt	-23%
CC1(C)OC(=O)C(=CNn2cnc3ccccc3c2=O)C(=O)O1
    8%	-5%	0.0%	26%	14%	-5%	-2	-18%	-5%	2%
Cc1cc([N+](=O)[O-])nn1CCCC(=O)Nc1ccc(Cl)cc1Cl
    0%	2%	-0.1%	-9%	5%	0%	1	-4%	-3%	-2%
COC(=O)c1ccc(Cn2nnc3c(=O)[nH]c(C4CCCN(S(=O)(=O)c5ccccc5Cl)C4)nc32)cc1 (centres undefined)
    4%	5%	0.0%	?	-1%	-6%	0	26%	7%	-6%
O=S(=O)(Nc1ncccn1)c1ccc(NC(=S)N2CCN(Cc3ccc(F)cc3Cl)CC2)cc1
    -11%	1%	-1.0%	-1%	-10%	-4%	0	?	?	4%
COC(=O)c1ccccc1NC(=O)c1noc2c1CCC2
    -5%	0%	0.3%	5%	2%	-9%	?	-32%[inhibitor]	5%	-3%
CC1CCN(Cc2ccc(NC(=O)CC3Oc4ccccc4NC3=O)cc2)CC1 (centres undefined)
    -13%	0%	0.1%	11%	-2%	0%	-1	8%	4%	-7%
C[C@@H](NC(=O)C1(c2ccccc2)CCN(C(=O)OC(C)(C)C)CC1)C(=O)N[C@@H](Cc1ccccc1)C(=O)O
    -4%	1%	-0.1%	7%	9%	-1%	2	8%	-10%	-5%
O=C(NNC(=O)C1CC1)c1cc(Br)c(Br)s1
    31%	5%	0.2%	5%	-2%	0%	nt	-5%	nt	6%
Cc1ccc2nc(NC(=O)c3ccc(OCC4CCCO4)cc3)sc2c1 (centres undefined)
    21%	-2%[46.1 µM]	-0.8%	?	?	0%	11	-10%	4%	23%
COC(=O)C1=C(C)C(c2cccs2)NC(=O)N1C (centres undefined)
    11%	1%[46.1 µM]	0.3%	-7%	-11%	-3%	1	11%	6%	4%
O=S(=O)(NCCOc1ccc(F)cc1)c1ccc2c(c1)OCCO2
    -3%	-8%	0.4%	4%	5%	-8%	9	-11%	16%	4%
COc1cccc(C(=O)O/N=C(\N)c2ccncc2)c1
    10µM*	nt	0.1%	?	2%	nt	8	-10%	-6%	3%
CC(=O)Nc1ccc(S(=O)(=O)Nc2nc3cc4c(cc3nc2Cl)OCCO4)cc1
    -6%	-4%	0.2%	0%	-4%	-2%	0	-14%	0%	-7%
Nc1nnn(CC(=O)N/N=C/c2ccc(O)cc2)n1
    -2%	5%	-0.7%	9%	4%	-2%	3	-8%	-9%	0%
Cc1ccc(C(=O)N2N=C3c4ccccc4S(=O)(=O)N3[C@H]2N(C)C)cc1
    2%	-1%	-0.7%	8%	0%	2%	-1	23%	2%	-4%

A portion from further up, for reference:
Value order – BRCA1 expr up	TCR activator	B2AR arrestin	ELG1 repair inh	p53 reactivation	TSG101-PTAP inh	TRPV1 agonist	Integrin act MD	MLL CXXC-DNA inh	A-T KAP1 phos
Nc1nnn(CC(=O)N/N=C/c2ccc(O)cc2)n1
    -2%	5%	-0.7%	9%	4%	-2%	3	-8%	-9%	0%
Cc1ccc(C(=O)N2N=C3c4ccccc4S(=O)(=O)N3[C@H]2N(C)C)cc1
    2%	-1%	-0.7%	8%	0%	2%	-1	23%	2%	-4%

The results go on:
Value order – BRCA1 expr up	TCR activator	B2AR arrestin	ELG1 repair inh	p53 reactivation	TSG101-PTAP inh	TRPV1 agonist	Integrin act MD	MLL CXXC-DNA inh	A-T KAP1 phos
CC(Sc1nc(-c2ccccc2)cc(C(F)(F)F)n1)C(=O)N1CCC(C(N)=O)CC1 (centres undefined)
    -16%	-22%[46.1 µM]	-0.9%	?	-20%	-10%	4	-10%	4%	5%
Nc1nc(SCCO)[nH]c(=O)c1NC(=O)c1ccco1
    7%	-5%	-4.0%	22%	?	1%	0	?	nt	-4%
Cc1ccc(C(=O)c2c[nH]c(C(=O)NCc3cccnc3)c2)cc1
    -41%	-3%	0.0%	-14%	-5%	2%	1	1%	-5%	0%
O=C(NCc1ccc(F)cc1)C1CC(=O)N(Cc2ccco2)C1 (centres undefined)
    14%	1%	0.4%	20%	?	-1%	2	-21%	22%	-3%
NC1=NC(=O)C(Cc2ccc(OC(F)(F)F)cc2)S1 (centres undefined)
    16%	-7%	-0.2%	5%	-8%	-8%	2	?	10%	-13%
CC(C)(C)C(=O)Nc1nnc(SCC(=O)NC2CC2)s1
    -26%	-7%	-0.5%	0%	5%	-4%	0	3%	2%	1%
Cc1nnc(SCC(=O)Nc2cccc(S(=O)(=O)N3CCCCC3)c2)s1
    5%	1%	0.2%	-13%	1%	-2%	3	13%	nt	-2%
CCOC(=O)C1C(c2ccc(C)o2)NC(=O)NC1(O)C(F)(F)F (centres undefined)
    9%	-1%	0.3%	-2%	11%	-6%	0	10%	1%	-3%
Cc1nc(-c2nc(C(=O)NNS(C)(=O)=O)cs2)cs1
    -1%	-11%	0.1%	2%	1%	-3%	1	17%	-1%	-3%
O=C1c2ccccc2C(=O)N1CCc1c[nH]c2ccccc12
    2.2µM*	-4%	0.1%	?	19%	-2%	1	-44%	5%	2%
COc1ccc(-c2cc(C(F)(F)F)nc(-n3cc(Cl)cn3)n2)cc1
    -30%	15%	0.2%	23µM*	5%	-7%	27	0%	-1%	-4%
O=c1c(C=NCC2CCCO2)c(-c2ccccc2)[nH]n1-c1ccc([N+](=O)[O-])cc1 (centres undefined)
    97%	-4%	-0.2%	?	14%	1%	-1	26%	-3%	-3%
Cc1cc(=O)c(C(=O)Nc2ccc(N3CCOCC3)cc2N2CCOCC2)nn1-c1ccccc1Cl
    -33%	1%	0.2%	-2%	-4%	0%	nt	24%	nt	-8%
Cc1cccc(C)c1NC(=O)C1(N2C(=O)CC2c2ccccc2)CCCCC1 (centres undefined)
    -5%	0%[46.1 µM]	-0.3%	3%	-6%	-1%	3	17%	4%	0%
Cc1cccc(NS(=O)(=O)c2cc(C(=O)N3CCN(C)CC3)ccc2C)c1
    -33%	-1%	-0.7%	-11%	-3%	-1%	-5	7%	2%	0%
COC(=O)C1(C)NC(c2ccccc2C)C2C(=O)N(c3ccc(F)cc3)C(=O)C21 (centres undefined)
    0%	-19%	-0.6%	-6%	nt	-3%	0	-4%	5%	-4%
Cn1c(CCN2CCOCC2)nc2cc(NS(=O)(=O)c3ccccc3)ccc21
    -13%	-7%	0.4%	0%	2%	0%	0	2%	12%	-4%
O=C(NCCNC(=O)C(c1ccccc1)c1ccccc1)c1ccco1
    1%	2%	-0.2%	20%	3%	-1%	0	21%	8%	-5%
